Furin inhibitor – human furin inhibitors, primary screen, biochemical, fluorescence intensity | P09958 | 220,000 compounds, 0.061% hits | purified furin, fluorogenic substrate cleavage | inhibition, % at 30 µM; in the data active means inhibition above about 25%; further: inactives centre near -15
thrombin 1536 – human alpha-thrombin inhibitors, primary screen, counter-screen for coagulation protease inhibitor project, biochemical, 1536-well, fluorogenic AMC substrate; Prothrombin (Homo sapiens), P00734; Boc-VPR-AMC fluorogenic substrate cleavage; inhibition, % at 5 µM; 220,000 compounds, 0.26% hits; AID 1046, 2008;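 active means inhibition at or above 40%; inactive means inhibition below 40%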;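 further: 0% = enzyme with no compound and 100% = wells without enzyme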
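Material: human alpha-thrombin protein; Also added: Boc-VPR-AMC substrate, 15 µM final; Timing: enzyme reaction carried out at room temperature; Signal: fluorescence, ex 355 nm, em 460 nm; Measure: % inhibition of thrombin; Controls: enzyme without compound as high, wells lacking enzyme as low.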
p97 inhibitor – inhibitors of human p97 ATPase, primary screen, biochemical. Transitional endoplasmic reticulum ATPase (Homo sapiens), P55072. inhibition, % at 8 µM. 220,000 compounds, 0.42% hits. AID 1481, 2009. recombinant p97 ATPase, Kinase-Glo ATP luminescence, 3 h; in the data active means inhibition above about 15%;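 further: 0% = DMSO vehicle and 100% = wells lacking enzyme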
KLK5 inh – human KLK5 protease inhibitors, primary screen, biochemical, 1536-well; Kallikrein-5 (Homo sapiens), Q9Y337; inhibition, % at 5 µM; 210,000 compounds, 0.59% hits; recombinant hK5, fluorogenic AMC substrate cleavage;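 active means inhibition of 40% or more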;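 further: 0% = enzyme controls without compound and 100% = no-enzyme blanks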
Cl transport mod – KCC2 cotransporter modulators, thallium flux, primary screen, cell-based, HEK293 KCC2, FluoZin-2 fluorescence, MLSMR. KCC2 cells, thallium flux FluoZin-2 fluorescence. B-score of Tl+ flux slope (higher = more flux/activation; lower = inhibition) at 10 µM. 190,000 compounds, 2.2% hits;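 active means thallium flux slope and its plate-corrected score both differing from the plate sample mean at a set confidence after two filtering rounds, in either direction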;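 further: slope of fluorescence scaled to starting intensity during 10 to 20 s after thallium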
Target sequence (Q9H2X9 whole entry, looked up): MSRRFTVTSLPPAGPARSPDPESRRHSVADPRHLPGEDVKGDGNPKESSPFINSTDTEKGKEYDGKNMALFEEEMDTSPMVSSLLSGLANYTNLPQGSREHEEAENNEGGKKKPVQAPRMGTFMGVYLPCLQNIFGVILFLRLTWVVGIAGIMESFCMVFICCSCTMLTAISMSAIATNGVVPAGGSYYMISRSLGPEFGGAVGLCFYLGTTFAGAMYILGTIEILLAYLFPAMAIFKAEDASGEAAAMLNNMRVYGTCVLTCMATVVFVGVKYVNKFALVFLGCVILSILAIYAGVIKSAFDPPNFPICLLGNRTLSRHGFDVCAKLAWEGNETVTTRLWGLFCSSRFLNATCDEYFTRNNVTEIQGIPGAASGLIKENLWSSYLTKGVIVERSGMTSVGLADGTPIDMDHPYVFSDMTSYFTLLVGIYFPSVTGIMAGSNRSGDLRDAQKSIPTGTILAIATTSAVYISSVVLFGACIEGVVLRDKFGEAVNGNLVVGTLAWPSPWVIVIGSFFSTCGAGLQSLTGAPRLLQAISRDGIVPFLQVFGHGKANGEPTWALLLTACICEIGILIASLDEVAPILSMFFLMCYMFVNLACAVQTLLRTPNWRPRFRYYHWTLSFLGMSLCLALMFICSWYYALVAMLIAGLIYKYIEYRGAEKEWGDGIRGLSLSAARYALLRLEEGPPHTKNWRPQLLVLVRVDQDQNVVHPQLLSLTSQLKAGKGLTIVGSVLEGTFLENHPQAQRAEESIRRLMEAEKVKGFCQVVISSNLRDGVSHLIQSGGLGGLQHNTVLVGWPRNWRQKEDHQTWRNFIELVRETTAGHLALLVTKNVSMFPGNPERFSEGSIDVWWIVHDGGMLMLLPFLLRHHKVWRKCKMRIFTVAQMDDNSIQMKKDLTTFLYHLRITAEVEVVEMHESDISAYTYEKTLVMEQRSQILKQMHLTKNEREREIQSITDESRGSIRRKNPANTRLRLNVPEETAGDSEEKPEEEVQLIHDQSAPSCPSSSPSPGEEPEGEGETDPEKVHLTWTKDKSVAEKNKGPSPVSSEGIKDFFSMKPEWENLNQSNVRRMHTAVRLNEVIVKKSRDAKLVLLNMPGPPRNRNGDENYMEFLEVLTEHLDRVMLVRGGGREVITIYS
PERK inhibitor – block of dimerizer-induced PERK translation repression, primary screen, PERK inhibitor project, CHO PERK-DD cells, SEAP luminescence, HTS; Eukaryotic translation initiation factor 2-alpha kinase 3 (Homo sapiens), Q9NZJ5; CHO PERK-DD fusion, SEAP luminescence translation reporter; inhibition, % at 5.6 µM; 220,000 compounds, 0.17% hits;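 active means inhibition above the mean inhibition of all tested compounds plus 3 SD, set separately per screening campaign, cut at about 2.9% in these data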;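 further: PERK kinase domain activated by AP20187 dimerizer at 100 nM; 0% = DMSO with dimerizer and 100% = rapamycin at 8.4 µM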
FXIIa inh – human FXIIa protease inhibitors, primary screen, biochemical, 1536-well | 220,000 compounds, 0.3% hits | Coagulation factor XII (Homo sapiens), P00748 | inhibition, % at 5 µM | purified FXIIa, Boc-QGR-AMC fluorogenic substrate, 2 h; in the data active means inhibition above about 40%;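 further: 0% = enzyme with no compound and 100% = blank without enzyme; many of its hits are not listed in these tables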
FXIa inh 1536 – human FXIa protease inhibitors, primary screen, biochemical, 1536-well; purified FXIa, Boc-Glu-Ala-Arg-AMC fluorogenic substrate; inhibition, % at 5 µM; 220,000 compounds, 0.14% hits; AID 798, 2007; Coagulation factor XI (Homo sapiens), P03951;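 active means inhibition of at least 40%; inactive means inhibition below 40%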;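 further: fluorescence of freed AMC excited at 355 nm; 0% = enzyme without compound and 100% = no enzyme blank; many of its hits are not listed in these tables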
Wee1 degr inh – Wee1 degradation inhibitors, primary screen, cell-based, HeLa, Wee1K328M-luciferase, luminescence; Wee1-like protein kinase (Homo sapiens), P30291; HeLa Luc-Wee1K328M stability; 100% = proteasome inhibitor MG132 effect; reporter increase, % at 5 µM; 220,000 compounds, 1.2% hits; AID 1321, 2008;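 active means activation above the mean of all tested compounds plus 3 SD, set per screening run, cut at about 8.8% in these data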;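 further: cells exposed to compound for 20 h before luminescence read; 0% = DMSO alone and 100% = MG132 at 30 µM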
An asterisk follows results filed as active; / = not tested or not shown; [ ] = another dose, or the depositor's remark.

SMILES | Furin inhibitor | thrombin 1536 | p97 inhibitor | KLK5 inh | Cl transport mod | PERK inhibitor | FXIIa inh | FXIa inh 1536 | Wee1 degr inh
CC(C)OC(=O)CSc1nc(C(C)C)nc2ccccc12 | -11 | -14 | -8 | -2 | -1 | -0.2 | 1 | -8 | 0
CC(=O)NN1C(=O)/C(=C/c2ccc(Br)o2)SC1=S | 0[20 µM] | -12 | -3 | 3 | -1.2 | -1.1 | -10 | 0 | -2
COc1cc(NC(=O)c2cc(-c3ccco3)on2)c(OC)cc1Cl | -32 | -7 | -5 | -11 | 0.48 | -0.1 | 5 | -1 | 1
Nc1nc(NC(=O)/C=C\C(=O)O)nn1-c1ccccc1 | -18 | -8 | 0 | 4 | 0.31 | -0.2 | 11 | -1 | 1
C/C(O)=C(/C=NCC(=O)O)C(=O)Nc1nccs1 | -21 | 1 | 1 | -1 | 1.4 | -0.2 | 6 | 1 | -1
Cc1ccc(C(=O)NCCN2CCOCC2)cc1 | -18[20 µM] | -9 | 0 | 0 | 0.02 | 0.7 | 5 | 5 | 3
O=C(CNC(=O)c1cccs1)OCC(=O)c1ccccc1Cl | -19 | -7 | 7 | -4 | -0.52 | 1.2 | 3 | 1 | -2
Cc1ccc2c(c1)c1c3n2CCCNC3CCC1 (centres undefined) | -33 | 41* | 5 | -26 | -0.11 | 0.7 | 18 | -13 | 2
Cn1nc(C(=O)OCc2ccccc2F)c2ccccc2c1=O | -5 | -3 | -10 | 1 | -1.1 | -0.2 | 9 | 4 | -1
CCOCCCNC(=O)C(NC(=O)c1ccccc1O)c1ccc(Cl)cc1 (centres undefined) | -29 | -1 | 3 | / | -0.097 | 1.1 | 7 | -1 | 0
COc1ccc(/C=C/C(=O)Nc2ccc(OC)cc2[N+](=O)[O-])cc1 | -13 | 5 | -3 | -3 | 0.95 | 0.9 | 0 | 3 | 3
Cc1ccc(NC(=S)N2CCN(C3CCCCC3)CC2)cc1 | -25[20 µM] | -3 | 4 | 2 | / | 1.1 | 9 | -5 | -2
CC1(CCc2ccccc2)NC(=O)N(CC(=O)Nc2ccc(S(N)(=O)=O)cc2)C1=O (centres undefined) | -31 | -1 | 1 | -19 | 1.2 | 1.4 | -5 | -4 | 3
Cc1cc(-c2ccccc2)n2nc(C)c(-c3ccccc3)c2n1 | -9[20 µM] | 2 | -7 | -9 | 1.4 | 0.2 | 14 | 4 | -1
COc1ccc(CCC(=O)Nc2ccc(Cl)c(S(=O)(=O)N3CCCC3)c2)cc1 | -7 | 1 | 4 | 7 | -1.8 | -0.3 | 1 | 6 | 1
CCN(CCCNC(=O)c1cn(CC)c2ccc(S(=O)(=O)N(C)C)cc2c1=O)c1cccc(C)c1 | -17[20 µM] | 1 | 0 | -21 | -1.6 | 0.1 | 11 | 6 | -2
CC(C)c1ccc(N(CC(=O)NN=C2CCN(C)CC2)S(=O)(=O)c2ccccc2)cc1 | -20 | 5 | 4 | -1 | 0.023 | 0.8 | 5 | -1 | 5
O=C1CCc2ccc(OCCCCN3CCN(c4cccc(Cl)c4Cl)CC3)cc2N1 | / | / | -1 | / | 0.52 | 1.2 | / | / | 3
CC1(C)CC(=O)C(C(N)=NC(=O)c2ccccc2)=C(O)C1 | -8 | -8 | -6 | -8 | -0.97 | -0.2 | 3 | -5 | 3
CC(C)Cn1c(N)c(C(=O)COC(=O)c2cccc(Cl)c2)c(=O)n(C)c1=O | -14 | 9 | -3 | 3 | -0.53 | -0.2 | 13 | 3 | 6
O=C(Nc1cccc(F)c1)c1cc(S(=O)(=O)N2CCC3(CC2)OCCO3)ccc1F | -10 | -9 | 0 | -5 | -0.57 | -0.1 | 9 | -2 | 0
CN(C)c1ccc(C(=S)NC2CCCCC2)cc1 | -3 | 1 | 1 | 7 | 0.022 | -0.2 | 9 | 0 | 10*
Cc1c(Cl)cccc1NC(=O)CCN1CCCCCC1 | -28[20 µM] | 6 | 5 | 4 | / | 0.5 | 16 | 1 | -2
c1ccc(-c2nc3ccccc3c3nc4ccccc4n23)cc1 | -17 | -3 | 3 | 2 | -0.4 | -0.3 | 6 | 1 | -2
CCCCn1c(SCC(=O)Nc2nnc(C)s2)nc2c1c(=O)n(C)c(=O)n2C | -12[20 µM] | -1 | 2 | -7 | / | 1.2 | 6 | 0 | 1
CC(O)c1nc2ccc(C(=O)O)cc2[nH]1 (centres undefined) | -9 | -1 | 4 | 2 | 0.39 | 1.1 | 12 | 3 | -1
CN(C)S(=O)(=O)c1ccc(Cl)c(NC(=O)COC(=O)CCSc2ccccc2)c1 | -7 | -4 | -4 | -7 | -0.97 | 0.8 | 12 | 6 | -1
CCN1CCCc2cc(CN(CCN3CCOCC3)C(=S)Nc3ccccc3OC)ccc21 | -7 | -5 | 1 | -13 | -0.41 | -0.1 | -2 | -7 | 2
COc1ccc(/C=C/C(=O)NC(=S)NN2CCCCC2c2cccnc2)cc1 (centres undefined) | -2 | -4 | 1 | -7 | 0.74 | -0.3 | 5 | 10 | -2
Cc1nn(-c2ccccc2)c(Cl)c1C(=O)Nc1ccccc1 | -17 | 0 | 2 | 3 | -0.72 | 0.0 | 15 | 0 | -1
CCOc1ccc(C(=O)OCC(=O)Nc2nc(OC)cc(OC)n2)cc1OCC | -2 | 1 | -1 | -7 | 0.34 | -0.2 | -7 | -7 | 2
CCn1c(SCc2nc3ccccc3c(=O)[nH]2)nc2ccccc21 | -4 | 2 | 7 | 0 | -1.1 | 1.1 | 6 | 2 | 3
O=C1ON=C(c2ccccc2)/C1=C/c1ccco1 | -16 | -8 | 3 | -8 | -0.49 | 0.8 | / | -8 | -2
COc1cc(C)c(Cl)cc1S(=O)(=O)NCc1ccco1 | -8[20 µM] | -7 | -2 | 0 | -0.47 | 0.9 | 8 | -4 | 0
CCCN(CC(=O)Nc1cc(C)on1)S(=O)(=O)c1cccc(C(F)(F)F)c1 | -4 | -5 | 0 | -5 | -0.079 | -0.3 | -4 | -5 | 1
Cc1cc([N+](=O)[O-])cnc1NC(C)c1ccccc1 (centres undefined) | 0[20 µM] | 1 | 1 | -9 | 0.078 | 0.6 | 7 | 2 | -1
CCCS(=O)(=O)NCc1cn2c(C)csc2n1 | -13 | -1 | -1 | -2 | 0.26 | 0.1 | 11 | 5 | 4
O=C(OCc1cc(=O)n2cc(Br)ccc2n1)c1ccc(Cl)c(S(=O)(=O)NCc2ccccc2)c1 | -3 | -5 | 0 | -8 | -1.2 | 0.4 | 1 | -3 | 1
COc1ccc(C(=O)OCC(=O)c2ccc(C3CCCCC3)cc2)cc1 | 8[20 µM] | -1 | 1 | -3 | 0.35 | 0.5 | 9 | -1 | -2
Cc1ccnc(SCC(=O)Nc2oc(-c3ccccc3)c(-c3ccccc3)c2C#N)n1 | -11[20 µM] | -5 | 2 | -15 | -0.58 | 0.3 | -5 | 4 | 4
CCOC(=O)NC(=O)COC(=O)c1ccc(O)cc1 | -23 | 1 | 1 | 5 | 0.64 | 0.9 | 9 | 4 | 0
C=CCOc1c(CNc2ncn[nH]2)cccc1OCC | -21[20 µM] | 4 | -5 | -6 | 0.29 | 0.6 | 15 | 6 | -1
COc1ccc(CN2C(=O)C(O)(CC(=O)c3ccc4c(c3)OCO4)c3ccccc32)cc1OC (centres undefined) | -9[20 µM] | 2 | -1 | 9 | / | -1.4 | 17 | 6 | -1
Cc1c(C(N)=O)sc2ncn(CCOc3ccccc3)c(=O)c12 | -2 | -2 | 7 | -7 | -0.57 | 0.6 | -9 | -1 | -2
CCOC(=O)C1=C(C)NC(C)=C(C(=O)OCC)C1C(=O)OCC(=O)NC(C)C | -9[20 µM] | 2 | -4 | -30 | 0.77 | -0.5 | 16 | -25 | 1
C1=C(CCNc2ncnc3c2[nH]c2ccccc23)CCCC1 | -12 | -7 | 1 | -1 | -2.5 | -1.7 | -8 | -16 | 0
Cc1cc(N2CCN(S(=O)(=O)Cc3ccccc3)CC2)n2ncnc2n1 | -21 | 2 | 4 | 6 | / | 0.7 | 14 | -3 | 0
Cc1nnc(N(C)C(=O)Cc2ccc3c(c2)OCO3)s1 | -15[20 µM] | -3 | 3 | 12 | -0.039 | -0.1 | 3 | 1 | -4
CCn1nc(C)c(C2C(C#N)=C(N)OC3=C2C(=O)CC(C)(C)C3)c1C (centres undefined) | -5 | -2 | -5 | -6 | 0.061 | 0.2 | 9 | 10 | 4
COc1ccc(-n2c(COc3cccc(C)c3)nnc2SCC(=O)NCc2ccco2)cc1 | 8[20 µM] | -7 | -2 | -1 | -0.76 | -1.1 | -5 | -9 | -3
Cc1[nH]c2ccccc2c1C(=O)C(=O)N1CC=C(c2ccccc2)CC1 | 0 | 8 | -2 | 0 | -3.1 | 0.0 | -1 | 8 | 3
COc1cc(/C=C(\C#N)C(N)=O)ccc1OS(=O)(=O)c1ccc(C)cc1 | -6 | -8 | 5 | -1 | 0.42 | -0.6 | 8 | -1 | -3

Some of the entries so far, as a markdown table.
| molecule | Furin inhibitor | thrombin 1536 | p97 inhibitor | KLK5 inh | Cl transport mod | PERK inhibitor | FXIIa inh | FXIa inh 1536 | Wee1 degr inh |
| --- | --- | --- | --- | --- | --- | --- | --- | --- | --- |
| CC(C)OC(=O)CSc1nc(C(C)C)nc2ccccc12 | -11 | -14 | -8 | -2 | -1 | -0.2 | 1 | -8 | 0 |
| CC(=O)NN1C(=O)/C(=C/c2ccc(Br)o2)SC1=S | 0[20 µM] | -12 | -3 | 3 | -1.2 | -1.1 | -10 | 0 | -2 |
| COc1cc(NC(=O)c2cc(-c3ccco3)on2)c(OC)cc1Cl | -32 | -7 | -5 | -11 | 0.48 | -0.1 | 5 | -1 | 1 |
| Nc1nc(NC(=O)/C=C\C(=O)O)nn1-c1ccccc1 | -18 | -8 | 0 | 4 | 0.31 | -0.2 | 11 | -1 | 1 |
| C/C(O)=C(/C=NCC(=O)O)C(=O)Nc1nccs1 | -21 | 1 | 1 | -1 | 1.4 | -0.2 | 6 | 1 | -1 |
| Cc1ccc(C(=O)NCCN2CCOCC2)cc1 | -18[20 µM] | -9 | 0 | 0 | 0.02 | 0.7 | 5 | 5 | 3 |
| O=C(CNC(=O)c1cccs1)OCC(=O)c1ccccc1Cl | -19 | -7 | 7 | -4 | -0.52 | 1.2 | 3 | 1 | -2 |
| Cc1ccc2c(c1)c1c3n2CCCNC3CCC1 (centres undefined) | -33 | 41* | 5 | -26 | -0.11 | 0.7 | 18 | -13 | 2 |
| Cn1nc(C(=O)OCc2ccccc2F)c2ccccc2c1=O | -5 | -3 | -10 | 1 | -1.1 | -0.2 | 9 | 4 | -1 |

Assay outcomes: PubChem BioAssay, several laboratories
